Bioassay records: PubChem, several laboratories
Fh CTSL1 inh: cathepsin L1 inhibition, PFM18AAP counter-screen | recombinant F. hepatica cathepsin L1, Z-Leu-Arg-MCA fluorescence | inhibition, % at 5.96 µM | hit rate 0.49% among 300,000;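 active = inhibition above the mean of all tested compounds plus 3 SD, set per screening campaign, cut at about 17% in these data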;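 also: 0% = plate median of test compound wells and 100% = 1 µM Z-Phe-Ala-diazomethylketone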
procasp3 activ: activates human procaspase-3; P42574; recombinant procaspase-3 D3A, Ac-DEVD-pNA absorbance 405 nm; activation, % at 8.5 µM; hit rate 0.11% among 330,000; AID 463141;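 active = activation above the mean of all tested compounds plus 3 SD, cut at about 21% in these data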;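 also: 0% = DMSO alone and 100% = DMSO wells spiked with extra 5 µM PC-3 D3A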
Target sequence (P42574 whole entry D9A/D28A/D175A): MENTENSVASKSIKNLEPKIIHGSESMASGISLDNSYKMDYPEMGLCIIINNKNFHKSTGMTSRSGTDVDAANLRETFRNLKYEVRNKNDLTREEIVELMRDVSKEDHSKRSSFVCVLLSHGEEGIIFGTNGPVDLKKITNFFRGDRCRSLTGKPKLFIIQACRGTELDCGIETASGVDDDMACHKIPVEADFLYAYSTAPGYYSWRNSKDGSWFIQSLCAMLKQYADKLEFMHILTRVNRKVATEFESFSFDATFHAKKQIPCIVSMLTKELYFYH
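material = Procaspase-3 D3A mutant | probe or stimulus = Ac-DEVD-pNA | compound = single dose, 8.5 µM nominal compound, 0.8% DMSO | timing = 1 h preincubation, 2 h reaction | measured by = 405 nm absorbance of p-nitroaniline, reads at 0 and 120 min | benchmarks = DMSO-only low control, 5 µM PC-3 D3A high control | repeats = singlicate, each compound tested once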
HCV core dimer: blocks dimerization of HCV core protein. TR-FRET GST/Flag-core106 dimerization, 1536-well. inhibition, % at 5 µM. hit rate 0.33% among 300,000. AID 1899;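 active = inhibition above the mean of all tested compounds plus 3 SD, set per screening campaign, cut at about 45% in these data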
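Assay system – GST-tagged and Flag-tagged HCV core protein residues 1-106 · Quantity – core106 proteins, GST 13.5 nM and Flag 17 nM · Benchmarks – unlabelled core106 and no-GST-core106 wells · Read-out basis – percent inhibition of core106 dimerization signal · Detection – time-resolved FRET, ex 340 nm, em 617 and 671 nm · Schedule – 4 h at 22.5 °C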
PP5 primary: blocks human protein phosphatase 5 activity | P53041 | purified PP5c, OMFP substrate fluorescence | inhibition, % at 6.7 µM | hit rate 0.18% among 320,000;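 active = inhibition above the campaign's mean inhibition across all tested compounds plus 3 SD, cut at about 9.5% in these data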;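 also: 0% = DMSO only and 100% = 100 µM cantharidin control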
TPT1 inhibitor: blocks Candida albicans tRNA 2'-phosphotransferase; recombinant caTPT1, FP RNA substrate dephosphorylation; inhibition, % at 5 µM; hit rate 0.81% among 300,000; AID 1962;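 active = inhibition above the mean of all tested compounds plus 3 SD, set per screening campaign, cut at about 24% in these data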;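 also: plate controls were DMSO alone for no effect and ferristatin control at 100 nM for full effect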
JMJD2C inh: blocks human GASC-1 demethylase activity; Q9H3R0; GST-JMJD2C(1-420) H3K9me3 demethylation, DELFIA europium; inhibition, % at 2.35 µM; hit rate 0.069% among 330,000;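 active = more than half of a compound's replicate wells show inhibition beyond 50%, single wells judged on their own value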;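 also: signal counts dimethyl H3K9 product captured on neutravidin plate; 0% = median of DMSO wells and 100% = 0.3 times that DMSO median; strong numbers were not always called active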
Efflux pump inh: blocks antifungal efflux pumps in multiplex yeast assay; S. cerevisiae Candida pump triplex, Nile Red efflux; inhibition, % at 10 µM; AID 485275; hit rate 0.44% among 330,000;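 active = plate passing quality check with inhibition over a set limit, or well fluorescence over plate mean plus 4 SD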;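 also: Nile Red retained in pooled yeast measured as flow cytometry median fluorescence; 0% = buffer negative control and 100% = Enniatin B positive control; higher means more Nile Red kept so more efflux inhibition; some compounds called inactive have numbers as strong as hits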
PP1 inh: PP1-alpha (human) inhibition in PP5 counter-screen; P62136; purified PP1alpha, OMFP fluorescence; inhibition, % at 6.7 µM; hit rate 0.9% among 320,000;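 active = inhibition above the mean inhibition of all tested compounds plus 3 SD, computed separately for each screening campaign, cut at about 15% in these data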
Target sequence (P62136 whole entry, looked up): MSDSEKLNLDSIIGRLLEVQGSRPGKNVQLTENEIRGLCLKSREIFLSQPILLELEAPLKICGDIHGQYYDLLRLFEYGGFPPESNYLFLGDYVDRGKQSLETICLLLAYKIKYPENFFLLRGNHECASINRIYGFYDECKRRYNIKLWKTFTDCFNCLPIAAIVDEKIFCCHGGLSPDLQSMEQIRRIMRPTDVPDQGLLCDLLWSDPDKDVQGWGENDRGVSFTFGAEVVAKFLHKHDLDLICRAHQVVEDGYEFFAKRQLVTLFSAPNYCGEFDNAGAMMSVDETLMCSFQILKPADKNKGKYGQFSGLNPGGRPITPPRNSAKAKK
proCasp7 act: counter-screen: procaspase-7 (human) activation; recombinant procaspase-7, Ac-DEVD-pNA absorbance 405 nm; D23A/D198A/D206A triple mutant, cannot self-cleave; scale: DMSO 0, 5 µM enzyme 100; activation, % at 8.5 µM; hit rate 0.093% among 330,000; AID 463210;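 active = percent activation above the screen-wide mean plus 3 SD, cut at about 25% in these data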
Target sequence (P55210 whole entry D23A/D198A/D206A): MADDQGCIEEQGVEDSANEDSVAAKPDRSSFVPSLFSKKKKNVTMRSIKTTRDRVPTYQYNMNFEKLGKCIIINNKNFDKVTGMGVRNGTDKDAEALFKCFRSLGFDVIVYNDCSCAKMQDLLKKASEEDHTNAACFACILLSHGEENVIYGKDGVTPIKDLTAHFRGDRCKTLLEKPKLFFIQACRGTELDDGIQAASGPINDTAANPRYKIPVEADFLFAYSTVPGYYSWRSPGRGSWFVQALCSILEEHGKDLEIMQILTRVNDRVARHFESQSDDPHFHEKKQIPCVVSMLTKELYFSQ
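Assay system: Uncleavable procaspase-7 mutant enzyme; Input: 2 µM procaspase-7 mutant as dispensed; Also added: DEVD-pNA substrate; Medium: Zinc-free HEPES pH 7.4 with 300 mM NaCl, 0.01% Triton X-100; Timing: 1 h compound preincubation, 2 h substrate cleavage, 25 °C; Measured by: Epi-absorbance of released pNA at 405 nm, two timepoints.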
An asterisk follows results filed as active; i = inactive; / = no result given. Some of the compounds tested (hit frequency here may not be typical).

SMILES	Fh CTSL1 inh	procasp3 activ	HCV core dimer	PP5 primary	TPT1 inhibitor	JMJD2C inh	Efflux pump inh	PP1 inh	proCasp7 act
O=C(NCCCn1ccnc1)C(Cl)(Cl)Cl	-0.2	-0.9	7.7	0.7	-1.4	43.9	-0.1	-3.1	11.0
COc1ccc(-n2c(/C=C3\C(=O)Nc4ccccc43)nc3ccccc3c2=O)cc1	-5.0	2.7	2.4	1.4	-2.9	-2.5	-0.2	-3.3	8.7
COc1ccc(Br)cc1CNCCc1ccc2c(c1)OCO2	-2.3	13.5	4.1	2.5	-2.4	2.7	-0.1	-1.4	7.2
Cc1cccc(OP(=O)(NCc2ccccc2)Oc2cccc(C)c2)c1	1.2	6.1	13.4	4.5	-1.3	-0.2	0.3	3.4	-4.0
O=P(Nc1ccccc1Cl)(c1ccccc1)c1nc2c(s1)CCCC2 (centres undefined)	-1.8	4.3	7.2	0.0	1.1	-22.2	0.1	0.9	8.4
Cc1cccc(-n2c(C)nc3ccccc3c2=O)c1C	0.2	-2.7	-1.6	0.6	-2.4	23.4	-0.2	-1.2	5.5
COc1cc(C)c(CN2CC=C(c3ccc(F)cc3)CC2)cc1C	-6.4	-0.3	-2.0	3.2	3.0	6.9	0.1	0.9	4.7
COc1ccc(-n2c(O)c(/C=C/C=Nc3ccccc3)c(=O)[nH]c2=O)cc1	-0.8	-13.7	-8.0	-1.4	178.5*	-3.2	0.1	-1.9	-11.3
CCN1C(=O)C(=C/C=C/c2ccco2)C(=O)N(CC)C1=S	5.2	-12.3	45.9	0.3	80.6*	37.7	-0.2	3.7	-15.4
O=c1cc(CN2CC=C(c3ccccc3)CC2)c2c(ccc3ccccc32)o1	-2.6	-0.3	17.5	2.7	1.7	1.1	-0.1	4.4	1.1
O=c1c2ccccc2nc(/C=C/c2ccc(O)cc2)n1-c1ccc(O)cc1	-0.4	-2.9	3.2	5.3	10.0	-3.9	0.0	1.6	-5.4
CC(=O)N1CCCSC1=Nc1ccccc1	2.7	6.6	2.1	-1.7	1.4	-0.1	-0.1	-4.2	0.5
C=CCn1cc(C=C2C(=O)N(C)C(=O)N(C)C2=O)c2ccccc21	-1.6	0.5	-1.1	1.3	15.1	-21.2	-0.1	-1.8	1.2
CC(C)c1ccc(N=Cc2c(O)n(C3CC3)c(=S)[nH]c2=O)cc1	3.6	-11.8	3.1	-2.1	0.2	9.8	0.0	-5.0	-13.6
COc1nc2ccccc2c(=O)n1-c1ccc(C)cc1	4.0	-10.9	-4.2	-1.6	3.0	-0.9	0.2	-2.5	-3.6
Cc1cc(OC(=O)c2ccco2)c2c3c(c(=O)oc2c1)CCCC3	-0.4	9.2	7.9	5.6	-2.5	7.7	0.0	3.7	7.9
CCP(=S)(CC)c1ccc(N(C)C)cc1	-5.7	-4.7	-6.4	1.3	-1.9	13.4	0.4	5.2	5.6
CN(C)c1ccc(NC(=O)CN2C(=O)CN=C(c3ccccc3)c3ccccc32)cc1	3.7	-16.0	-3.1	1.0	-3.9	-13.2	0.0	-1.5	-8.9
O=C(Cn1c(=S)[nH]c2ccccc2c1=O)N1CCC2(CC1)OCCO2	1.0	4.2	-1.4	3.9	-0.7	-0.3	0.0	1.7	7.5
Cc1cc(/C=C2\C(=O)NC(=O)N(c3cccc(Br)c3)C2=O)c(C)n1C	0.7	-8.3	-14.3	0.0	-1.2	-12.5	0.0	1.3	0.5

Molecules from the list above containing a furan ring, fused or not:
SMILES	Fh CTSL1 inh	procasp3 activ	HCV core dimer	PP5 primary	TPT1 inhibitor	JMJD2C inh	Efflux pump inh	PP1 inh	proCasp7 act
CCN1C(=O)C(=C/C=C/c2ccco2)C(=O)N(CC)C1=S	5.2	-12.3	45.9	0.3	80.6*	37.7	-0.2	3.7	-15.4
Cc1cc(OC(=O)c2ccco2)c2c3c(c(=O)oc2c1)CCCC3	-0.4	9.2	7.9	5.6	-2.5	7.7	0.0	3.7	7.9

The list continues:
SMILES	Fh CTSL1 inh	procasp3 activ	HCV core dimer	PP5 primary	TPT1 inhibitor	JMJD2C inh	Efflux pump inh	PP1 inh	proCasp7 act
Cc1ncc([N+](=O)[O-])n1CCOC(N)=O	-0.4	4.2	1.6	-0.6	0.1	-31.0	-0.1	-2.5	7.6
O=C(CCn1nc(-c2ccc(Cl)cc2)ccc1=O)N1CCC2(CC1)OCCO2	2.4	-3.4	3.9	2.7	-1.5	-271.7	0.0	-1.1	0.0
S=C1Nc2ccccc2Sc2ccccc21	3.8	-13.1	12.7	2.7	2.6	-91.8	0.0	3.6	-1.8
CCN(CC)C(=O)c1ccc(NC(=O)COc2ccc(-c3nn(C)c(=O)c4ccccc34)cc2)cc1	1.7	-4.7	0.9	2.3	2.4	-18.4	0.1	-3.6	0.3
COc1ccc(C(O)P(=O)(Oc2ccccc2)Oc2ccccc2)cc1 (centres undefined)	1.1	1.0	1.7	0.3	-0.4	-15.6	0.2	1.4	-4.5
C=CCn1c(O)c(/C=N/NC(=O)CCCC)c(=O)[nH]c1=S	4.2	3.0	1.7	-3.7	-2.3	4.3	0.2	-6.1	6.3
O=C(c1ccc2c3c(cccc13)CC2)C1CCCN(Cc2ncc[nH]2)C1 (centres undefined)	1.1	1.7	-1.0	1.0	1.0	-0.4	0.2	0.6	-1.2
O=C(CSC1c2ccccc2-c2ccccc21)N/N=C/c1ccc(C(=O)O)cc1	-3.0	-1.2	11.0	2.8	-2.4	0.5	0.0	-0.2	2.7
Cc1cc(=O)oc2cc(OCC(=O)N3C[C@H]4C[C@@H](C3)c3cccc(=O)n3C4)ccc12	1.8	3.3	0.7	4.3	-0.9	i	-0.1	0.2	6.0
CC12CC[C@H]3[C@@H](CCC4(O)C[C@H](O)CCC34/C=N/NC(=O)Cc3ccccc3)C1(O)CCC2C1=CC(=O)OC1 (some centres undefined)	3.0	-4.6	-2.0	0.8	1.1	-0.8	0.2	-3.2	0.9
CN1CCC(OC(=O)Cc2ccccc2)CC1	-2.9	7.8	-11.8	3.6	-1.6	-1.5	-0.2	2.2	11.5
O=C(COC(=O)Cc1ccccc1)Nc1cccnc1Cl	-3.9	2.3	-3.4	0.5	-3.1	3.2	-0.2	4.7	7.7
FC(F)(F)C1=NC(C(F)(F)F)=NP(N2CCOCC2)(N2CCOCC2)=N1	-2.7	9.7	-3.0	1.6	-1.5	-3.5	0.3	-1.9	5.0
CCC1(c2ccc(-c3ccccc3)cc2)C(=O)NC(=O)NC1=O	4.5	2.3	-2.6	3.3	0.4	3.6	-0.1	0.7	-5.1
CCCCP(=O)(O)c1ccccc1	-1.1	8.2	-4.4	0.1	3.5	-18.2	0.0	-3.5	-9.2
Cc1c(C(=O)N2CCC3(CC2)OCCO3)oc2ccc(S(=O)(=O)N3CCCCC3)cc12	-7.4	-0.5	-0.6	-0.1	3.3	-13.7	0.5	-4.9	-2.6
COC(=O)C1=C(c2ccc(C(C)=O)cc2)C[C@@H]2CC[C@H]1N2C(=O)NC1CCCCC1	/	-9.4	/	1.7	/	2.4	0.1	-2.4	3.7
CN1CCc2cc3c(cc2[C@H]1[C@@H]1OC(=O)c2c1ccc1c2OCO1)OCO3	-1.8	4.0	6.7	4.8	0.9	/	0.0	0.7	-3.4
CN(c1ccccc1)c1ccc([N+](=O)[O-])c2nonc12	5.0	0.2	-7.1	4.5	14.5	-3.8	-0.2	5.6	-7.2
O=C(c1cc2c(s1)CCCC2)N1CCC2(CC1)OCCO2	-0.1	3.1	-0.8	0.5	0.2	12.9	0.0	0.8	8.4

Entries listed so far that contain a nitro group on carbon (2):
SMILES	Fh CTSL1 inh	procasp3 activ	HCV core dimer	PP5 primary	TPT1 inhibitor	JMJD2C inh	Efflux pump inh	PP1 inh	proCasp7 act
Cc1ncc([N+](=O)[O-])n1CCOC(N)=O	-0.4	4.2	1.6	-0.6	0.1	-31.0	-0.1	-2.5	7.6
CN(c1ccccc1)c1ccc([N+](=O)[O-])c2nonc12	5.0	0.2	-7.1	4.5	14.5	-3.8	-0.2	5.6	-7.2

New compounds follow:
SMILES	Fh CTSL1 inh	procasp3 activ	HCV core dimer	PP5 primary	TPT1 inhibitor	JMJD2C inh	Efflux pump inh	PP1 inh	proCasp7 act
CCOC(=O)c1c(C)n(Cc2ccccc2)c2ccc(OCC(O)Cn3nc(C)nc3C)cc12 (centres undefined)	2.1	10.2	-5.0	3.2	-4.3	10.7	-0.1	1.1	2.1
CCCCn1c(C)c(C(=O)O)c2cc(OC)c3ccccc3c21	1.6	0.1	-13.7	-0.4	-6.3	6.3	0.0	0.0	-8.1
CCOC(=O)C(NC(=O)CCl)(Nc1ccc(C(O)(C(=O)OCC)C(F)(F)F)cc1)C(F)(F)F (centres undefined)	34.7*	0.2	-6.5	0.7	2.2	-58.5	0.4	-4.8	8.2
CN(C)C(=O)Oc1ccc(OC(=O)N(C)C)cc1	-3.5	1.4	-1.9	0.8	-2.4	10.9	-0.1	-1.9	1.1
COc1ccc(-n2c(=O)[nH]c3ccccc3c2=O)cc1	3.5	-1.8	-0.1	-0.9	-4.6	18.3	-0.1	-1.3	8.0
Cn1c(O)c(C=Nc2ccc3c(c2)CCC3)c(=O)n(C)c1=O	1.4	6.9	-2.1	0.1	-3.8	-1.3	0.1	0.7	3.1
Fc1ccc(CCNCc2ccccc2Cl)cc1	-3.0	4.1	-5.2	0.2	7.7	-3.2	0.0	-0.8	-9.2
N[C@@H](Cc1ccccc1)C(=O)N1C[C@H]2C[C@@H](C1)c1cccc(=O)n1C2	0.6	-9.0	0.9	1.2	-3.3	8.2	0.1	0.9	3.3
C=CCN1C(=O)NC(=O)/C(=C/c2ccc(OC)c(COc3ccc(NC(C)=O)cc3)c2)C1=O	-1.8	0.5	-1.8	-0.2	9.2	24.1	0.1	2.7	-11.8
O=C(CCCN1CCC2(CC1)C(=O)NCN2c1ccccc1)c1ccc(F)cc1	2.1	-2.2	7.8	-2.0	-2.3	-6.1	0.0	-3.7	9.5
O=[N+]([O-])c1ccccc1CCl	/	-0.6	/	3.0	/	4.7	-0.3	-3.0	-9.0
O=C1CC(c2ccccc2)CN1 (centres undefined)	-1.2	-7.5	-1.3	-1.5	-2.1	-3.9	-0.2	-2.1	7.0
O=[N+]([O-])c1ccc(N2CCNCC2)cc1NC1CC1	2.6	-11.2	3.6	-3.1	2.1	8.5	0.0	-1.1	3.0
CCOCCc1c(O)[nH]c(=S)[nH]c1=O	0.6	-15.7	-4.2	-1.3	-3.1	-1.3	0.0	-3.5	-9.3
COc1cccc(CN2CCCC(C(=O)c3ccccc3SC)C2)c1O (centres undefined)	3.8	1.5	3.0	2.0	-2.4	-26.7	0.0	-3.7	0.9
O=C(O)Cn1cc(C(=O)c2ccccc2F)c2ccccc21	4.3	5.7	4.6	1.0	-1.6	0.3	-0.1	-1.1	-5.4
